PMI inhibitors: MPI enzyme activity inhibition – biochemical, fluorescence intensity, coupled assay, primary screen (AID 1209); purified PMI enzyme, coupled fluorescence intensity; higher % means a stronger effect; one-dose inhibition, % at 20 µM; IC50 in µM for titrated hits; 190,000 tested, 0.42% active;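 further: plate controls were DMSO vehicle for no effect and wells lacking substrate for full effect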
Autophagy mod: modulators of autophagy; calls only at 10 µM (by protocol); 190,000 tested, 0.98% active; MEF GFP-LC3 puncta imaging; test concentration mostly 10 µM;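 active means percentage of spot-positive cells more than 3 SD above its plate mean, without a fluorescence outlier flag or 80% toxicity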;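 further: spot-positive cell cutoff set from DMSO-treated cells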
Insulin prom up: MIN6 insulin promoter up-regulation; MIN6 insulin promoter-GFP reporter, high-content imaging; stronger effect = higher value; z-score at 5 µM; 190,000 tested, 0.3% active;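 active means z-score above 3 at 5 µM with at least 500 cells counted in the well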
MT stabilize HCS: microtubule stabilizers in HeLa cells. 200,000 tested, 0.83% active. HeLa tubulin immunostaining HCS, 24 h; share of cells brighter than vehicle mean+2SD. % tubulin-high responders, % at 10 µM;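 active means plate Z-score above 3 for both tubulin-high and condensed-nucleus cell shares, with cell loss under 80%, at 10 µM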;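 further: anti alpha tubulin signal scored within the nucleus-defined area of each cell; some results filed as inactive read as strong as hits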
Yfh1-off respiration: mitochondrial function rescue without frataxin homolog – Friedreich's ataxia, plus single-dose screen, dose response (AID 1465). S. cerevisiae Yfh1-off respiration, WST-1 reduction, 72 h; higher fold induction means a stronger effect. one-dose fold induction at 50 µM; EC50 in µM for titrated hits. 220,000 tested, 0.074% active;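 active means fold induction of absorbance versus untreated yeast above a set limit, then at least 30% activation at any dose in follow-up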;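 further: activators that raise dye reduction in frataxin-depleted yeast; strong numbers were not always called active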
WT yeast gro inh: growth inhibition of WT yeast, mitochondrial fusion screen; mitochondrial fusion phenotypic screen, WT strain; inhibition, % at 10 µM; 190,000 tested, 2.1% active; in the data active means inhibition above about 58%; tested in S. cerevisiae
Dynein cargo inh: dynein cargo transport inhibition; 3617.4 mouse cells, GR-EGFP nuclear translocation imaging; test concentration mostly 20 µM; stimulated with dexamethasone, 1 µM; stronger effect = lower value; z-score, hits read low; 220,000 tested, 0.47% active; AID 1381;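 active means plate z-score of nuclear minus cytoplasmic receptor signal below a set negative limit, without overly bright fluorescence or cell loss, cut at about -3.5 in these data, passing the limit was not always enough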;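 further: z-score of nuclear minus cytoplasmic ring GR-EGFP intensity difference per well; some compounds called inactive have numbers as strong as hits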
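Also added – dexamethasone, 1.0 µM final · Buffer or medium – tet-free, stripped-serum medium · Schedule – induction 48 h, compound 1 h, agonist 30 min · Detection – formaldehyde fixation, Hoechst nuclear stain, 10x automated fluorescence imaging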
PMI inhibition: MPI inhibition at elevated mannose 6-phosphate – biochemical, fluorescence intensity, high mannose 6-phosphate, primary screen (AID 1220) | 190,000 tested, 0.66% active | recombinant PMI enzyme, coupled fluorescence intensity; higher % means a stronger effect | one-dose inhibition, % at 20 µM; IC50 in µM for titrated hits
bCat nuc transl: beta-catenin nuclear translocation modulation. HeLa beta-catenin nuclear translocation, immunofluorescence imaging. nuclear translocation activity, % at 5 µM. 190,000 tested, 0.3% active. AID 1665;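 active means nuclear translocation activity above 50% at 5 µM, with a well cell count of 50 or more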;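 further: per-cell ratio of nuclear to cytoplasmic median beta-catenin stain intensity; plate controls were DMSO negative control for no effect and GSK-3 inhibitor IX positive control for full effect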
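System: Human HeLa cells, endogenous beta-catenin | Compound dosing: 5 µM primary, 0.02–20 µM confirmation | Timing: 24 h compound exposure at 37°C, 5% CO2 | Measured by: Fluorescence imaging of beta-catenin antibody stain plus DAPI | Read-out basis: % activation of per-cell nuclear versus cytoplasmic median beta-catenin signal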
WT yeast gro inh mutant strain: further read-out of WT yeast gro inh, marked with its call; inhibition, %; mitochondrial fusion phenotypic screen, mutant strain inhibition
Dynein cargo inh cytoplasmic EGFP: further read-out of Dynein cargo inh, marked with its call; z-score; measured here: cytoplasmic GR-EGFP intensity; stronger effect = higher value
Dynein cargo inh nuclear GR-EGFP: recorded beside Dynein cargo inh, whose call it bears; z-score; measured here: nuclear GR-EGFP intensity;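 lower value marks the stronger effect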
Dynein cargo inh cell count: also measured in Dynein cargo inh; calls as there; z-score; measured here: cell count per field
Insulin prom up cell count: recorded beside Insulin prom up, whose call it bears; cell count; measured here: cytotoxicity, nuclei count;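 total cells summed across four imaged fields per well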
bCat nuc transl cell count 5 µM: second read-out of bCat nuc transl, no call of its own (marks repeat the call); cell count; measured here: cell count, cytotoxicity flag
MT stabilize HCS Hoechst-high %: second read-out of MT stabilize HCS, no call of its own (marks repeat the call); % Hoechst-high responders; measured here: nuclear condensation Hoechst responders;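 share of cells brighter than vehicle mean plus two SD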
MT stabilize HCS cytotoxicity %: further read-out of MT stabilize HCS, marked with its call; toxicity, %; measured here: cytotoxicity by cell density;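 0% = mean cell density of plate MIN control wells and 100% = no cells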
Autophagy mod cell loss 18 h: further read-out of Autophagy mod, marked with its call; toxicity, %; measured here: cell loss, nuclei count;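 cell loss after 18 h compound exposure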
* = called active by the depositor; i = inactive; · = not tested or not shown; + = active, no number. Unless noted, no stated cut-off is given here; in the data, active means inhibition above about 50%; inactive means the rest.

Each structure is followed by: PMI inhibitors | Autophagy mod | Autophagy mod cell loss 18 h | Insulin prom up | Insulin prom up cell count | MT stabilize HCS | MT stabilize HCS Hoechst-high % | MT stabilize HCS cytotoxicity % | Yfh1-off respiration | WT yeast gro inh | WT yeast gro inh mutant strain | Dynein cargo inh | Dynein cargo inh cytoplasmic EGFP | Dynein cargo inh nuclear GR-EGFP | Dynein cargo inh cell count | PMI inhibition | bCat nuc transl | bCat nuc transl cell count 5 µM
#1 Cc1onc(-c2ccccc2Cl)c1C(=O)NCC1CCCO1 (stereo unspecified)
  -4.3% | i | 1.6 | · | · | 6.5 | 2.8 | 7.0 | i | -5.1 | 1.4 | -1.23 | -0.177 | -0.38 | 0.472 | -7.5% | 1.0 | 784
#2 O=C(c1ccc(Cl)c([N+](=O)[O-])c1)N1CCN(c2ccccc2)CC1
  2.3% | i | -3.3 | 0.38 | 1241 | 2.7 | 3.1 | 5.1 | i | 65.8 | 70.4 | 1.04 | -0.193 | 0.361 | -0.677 | 4.1% | 0.2 | 1515
#3 COc1ccc(-n2c(SCC(=O)N3CCCCC3)nc(O)cc2=O)cc1
  21.8% | i | 4.6 | 0.65 | 1079 | 6.3 | 4.9 | 2.2 | i | -8.0 | -16.8 | -0.934 | -0.305 | -0.285 | 0.549 | 19.9% | -1.6 | 1098
#4 O=[N+]([O-])c1ccc2nc(-c3ccncc3)[nH]c2c1
  · | · | · | -0.61 | 1406 | · | · | · | i | · | · | -0.293 | -0.301 | -0.166 | 0.91 | · | -4.5 | 1174
#5 COc1cccc(-c2cc(C(F)(F)F)c(C#N)c(=O)[nH]2)c1
  -11.0% | + | -11.5* | 0.61 | 1623 | 6.4 | 4.3 | 7.1 | i | -17.2 | 2.1 | -0.817 | -0.332 | -0.115 | 1.02 | 6.4% | -0.7 | 929
#6 CCOc1ccc(Oc2ccc(C(F)(F)F)cc2N)cc1
  13.5% | i | 2.3 | -0.19 | 1369 | 2.8 | 2.2 | 8.5 | i | 38.2 | 24.3 | 0.0986 | -0.32 | -0.22 | -0.118 | 9.1% | 1.2 | 1107
#7 Cc1ccc(C2CC(c3cccs3)=NN2C(=O)CSC2=NN3CCCC(=O)N=C3S2)cc1 (stereo unspecified)
  18.7% | i | 10.5 | 2.03 | 2065 | 5.7 | 3.1 | 2.5 | i | -5.9 | -1.2 | -1.07 | -0.195 | -0.581 | 0.348 | 14.9% | -2.0 | 1140
#8 COC(=O)CSc1nnc(COc2ccc([N+](=O)[O-])cc2)n1C
  2.0% | i | -12.7 | 0.18 | 1398 | 3.3 | 1.8 | 0.8 | i | 13.9 | 1.4 | 1.21 | -0.391 | -0.173 | 0.567 | 3.3% | -0.8 | 1531
#9 C/C(=N\Nc1nc(N)cc(Cl)n1)c1ccc(F)cc1
  9.8% | i | -3.6 | -1.21 | 1484 | 1.8 | 2.0 | 0.5 | i | -4.0 | 6.0 | -0.535 | -0.307 | -0.198 | 0.914 | 8.3% | 0.0 | 1046
#10 COc1cc(C)c(Cl)cc1S(=O)(=O)NCC1CCCO1 (stereo unspecified)
  11.5% | i | -5.4 | · | · | 3.6 | 2.8 | 4.6 | i | 6.1 | -91.1 | 0.519 | -0.196 | -0.0791 | -0.0128 | 9.0% | · | ·
#11 Cc1ccc(C)c(CN2C(=O)c3ccccc3S(=O)c3ccc(C(=O)N4CCN(c5ccccn5)CC4)cc32)c1 (stereo unspecified)
  5.7% | i | 5.9 | -0.57 | 1634 | 1.8 | 1.4 | 3.9 | i | 20.8 | -14.0 | -0.687 | -0.239 | -0.495 | 0.605 | -4.4% | 3.2 | 876
#12 Cc1nc(-c2cnn(-c3ccccc3)c2)c2cc(C)oc2n1
  22.4% | i | 13.3 | 0.12 | 1393 | 3.0 | 1.9 | 11.3 | i | -8.7 | -4.5 | 0.717 | 0.0298 | 0.711 | -0.781 | 18.5% | · | ·
#13 O=C(NC1C(=O)NNC1c1ccccc1)c1ccccc1 (stereo unspecified)
  24.5% | i | 3.0 | 0.34 | 1706 | 3.8 | 1.8 | 2.1 | i | -3.2 | 8.9 | -0.445 | 0.00576 | -0.854 | 0.589 | 24.8% | 5.4 | 1389
#14 Cc1cc(C(=O)Nc2cccc(O)c2)c(C)o1
  5.0% | i | 5.4 | 1.18 | 1248 | 4.6 | 2.0 | 6.4 | i | -9.4 | -10.9 | 1.89 | -0.211 | 1.14 | -1.3 | -1.7% | · | ·
#15 CCOC(=O)Cn1c(=O)c2c(nc(N3CCCCC3)n2Cc2ccccc2)n(C)c1=O
  3.5% | i | -2.6 | -1.21 | 746 | 4.8 | 2.1 | 8.7 | i | -16.4 | -17.1 | 0.276 | -0.0495 | 0.716 | -1.94 | 1.2% | -0.5 | 638
#16 O=C(NCCc1ccc(Cl)cc1)c1ncn[nH]1
  4.7% | i | 30.6 | -0.23 | 1314 | 2.8 | 3.0 | 13.2 | i | 90.9* | 37.5* | 0.189 | -0.227 | -0.057 | 0.603 | 8.3% | 2.2 | 1478
#17 O=C(NCc1cccnc1)c1ccccc1[N+](=O)[O-]
  10.5% | i | 3.8 | 0.2 | 1507 | 1.6 | 2.6 | 6.5 | i | -12.4 | 9.1 | 0.372 | 0.48 | 0.612 | -1.13 | -1.2% | 0.9 | 1133
#18 NC(=O)CCCCC(=O)OCCCc1cccs1
  4.4% | i | 3.4 | -0.78 | 1277 | 2.7 | 2.1 | 1.2 | i | 5.0 | 15.1 | -0.317 | -0.201 | 0.0696 | 0.838 | 4.3% | · | ·
#19 CCC(C#CCN1CCCCC1)(CC)OCCC#N
  2.6% | i | -1.9 | · | · | 1.8 | 2.3 | 9.6 | · | -0.6 | 3.5 | 0.248 | -0.177 | 0.109 | 0.176 | -1.0% | · | ·
#20 COc1ccc(-n2nnc3c(=O)n(Cc4cccc(C)c4)cnc32)cc1
  0.7% | i | 12.8 | -1.25 | 1599 | 3.8 | 2.6 | 6.6 | i | 8.4 | 8.4 | -1.36 | -0.298 | -0.431 | 1.38 | 4.5% | -1.0 | 899
#21 O=[N+]([O-])c1c(C(Cl)Cl)nn(-c2ccccc2)c1N1CCOCC1
  7.1% | i | 0.5 | -1.46 | 1276 | 1.5 | 3.3 | 8.1 | i | -3.8 | -6.8 | 1.34 | 0.303 | 0.699 | -2.2 | 8.2% | 3.7 | 981
#22 CC(C)OC(=O)C(C#N)c1nc2ccccc2nc1N1CCCC1 (stereo unspecified)
  -11.1% | i | -65.0 | -0.46 | 1094 | 2.2 | 0.9 | 3.9 | i | 4.8 | 8.3 | -0.308 | -0.175 | 0.449 | -0.28 | -6.8% | 4.9 | 934
#23 c1ccc(Oc2ccc(-c3ccnc4nc(N5CCOCC5)nn34)cc2)cc1
  8.6% | i | -21.9 | -0.88 | 1283 | 2.3 | 1.1 | 5.8 | i | -1.0 | -9.4 | 0.865 | -0.187 | 0.579 | -0.177 | 8.4% | 1.2 | 1544
#24 CN(C)c1cccc(NC(=O)CCc2ccccc2)c1
  19.0% | i | 11.6 | 0.37 | 1282 | 3.9 | 1.8 | 7.1 | i | 10.4 | 4.4 | 0.125 | -0.0976 | -0.183 | 0.0444 | 9.7% | · | ·
#25 Cc1c(C(c2ccccc2O)c2c(C)n(C)n(-c3ccccc3)c2=O)c(=O)n(-c2ccccc2)n1C
  11.5% | i | 30.5 | -0.28 | 1429 | 2.7 | 2.7 | 8.5 | i | -8.3 | -1.6 | -0.319 | -0.379 | -0.699 | 0.713 | 11.4% | 0.5 | 1071
#26 Cc1ccc(C(=O)NN2C(=O)C3C4C=CC([C@@H]3C2=O)C42CC2)cc1 (stereo partly specified)
  · | · | · | -0.07 | 1032 | · | · | · | i | · | · | 0.639 | -0.191 | 0.798 | -0.203 | · | 1.2 | 1340
#27 CCOC(=O)c1cc2occc2n1CC(=O)N1CCN(C(=O)c2ccco2)CC1
  4.8% | i | 0.2 | 0.39 | 1174 | 5.7 | 3.4 | 4.6 | i | 7.1 | 2.2 | -0.344 | -0.199 | -0.181 | 0.464 | 16.4% | -2.5 | 1036
#28 COc1ccc(Cl)cc1N/C(N)=N/c1nc(C)cc(C)n1
  5.4% | i | 3.5 | -0.86 | 1266 | 1.9 | 1.4 | 2.9 | i | -7.0 | -1.1 | 0.708 | -0.116 | 0.948 | -1.03 | -1.2% | 1.0 | 978
#29 Cc1ccc2c(c1)N(CC(=O)N1CCCCCC1)C(=O)CO2
  0.3% | i | 0.0 | -0.18 | 1293 | 3.0 | 1.7 | 6.4 | i | -4.2 | 16.8 | -0.454 | -0.201 | -0.0155 | 0.726 | 8.4% | -4.7 | 1029
#30 Cc1cc(C)nc(/N=C2\NC(=O)CC(C(=O)O)N2c2ccc(F)c(Cl)c2)n1 (stereo unspecified)
  -9.6% | i | -4.4 | -0.18 | 1421 | 3.8 | 2.5 | 13.3 | i | 0.2 | -14.1 | -0.438 | -0.401 | -0.735 | 1.29 | -5.5% | 4.0 | 1070
#31 NC(=O)c1c(NC(=O)Cn2cc([N+](=O)[O-])cn2)sc2c1CCCC2
  -3.0% | i | -1.6 | 0.02 | 1261 | 2.3 | 1.3 | 0.9 | i | 8.2 | 3.0 | 1.52 | -0.00977 | 1.46 | -2.34 | 15.1% | -2.9 | 1109

Source: PubChem (several laboratories)
